Arrestin-AP2 inh: human beta-arrestin and AP2 interaction inhibition. AID 504490. 340,000 tested, 0.31% active. inhibition, % at 10 µM. FITC-arrestin peptide / GST-AP2 beads, flow cytometry; AP2 beta2 appendage carries R879A mutation;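 active = inhibition above a set limit, near 3 SD of compounds lacking own fluorescence, cut at about 54% in these data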;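 note: plate controls were DMSO wells for no effect and 5 µM unlabelled arrestin peptide for full effect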
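test system = AP2 appendage R879A on GSH beads | buffer or medium = PBS plus Tween 20 (0.05%) and BSA (0.1%) | incubation = 12 min plus 1 h, RT | detection = bead flow cytometry, FITC channel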
NSD2 inh: blocks human histone methyltransferase NSD2; inhibition, % at 12.5 µM; AID 743445; O96028; NSD2 peptide methylation, AlphaScreen, 120 min; 310,000 tested, 0.54% active; in the data active = inhibition above about 50%
DSG3 Ab inh: human desmoglein-3 autoantibody binding inhibition | DSG3-coupled beads, scFv-anti-DSG3-GFP binding, flow cytometry; active compounds read low | binding (percent of control), % at 10 µM | 310,000 tested, 0.48% active | AID 588358;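 active = binding more than 3 SD below its plate's average and above zero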;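 note: hits lower antibody fragment binding to DSG3; some compounds called inactive have numbers as strong as hits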
V-ATPase pH: regulators of yeast V-ATPase proton transport; S. cerevisiae, pHLuorin cytosolic pH fluorescence; 350,000 tested, 0.37% active; AID 504577; response, % at 10 µM; in the data active = response mostly above about 7.3%, no sharp cut-off; inactive = mostly below about 5.4%; note: actives read high; inactives centre near 0; some compounds called inactive have numbers as strong as hits; reference of the scale not given here
C-LANA FP: inhibitors of KSHV LANA C-terminal domain DNA binding; inhibition, % at 9 µM; 340,000 tested, 0.078% active; MBP-C-LANA/FAM-LBS DNA binding, fluorescence polarization;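 active = highest replicate inhibition at or above 60% at 9 µM, even if other replicates fall short; inactive = all replicates below 60% inhibition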;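 note: 0% = neutral control wells and 100% = 4 µM acridine orange control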
Keap1-Nrf2 PPI: inhibitors of human Keap1-Nrf2 protein-protein interaction; Keap1 Kelch-Nrf2 peptide fluorescence polarization, 1536-well; Q14145; 340,000 tested, 0.15% active; inhibition, % at 9.4 µM; in the data active = inhibition above about 12%;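 note: human Keap1 Kelch domain with fluorescein labeled Nrf2 9mer peptide probe; 0% = neutral control wells and 100% = peptide positive control; higher means more block of Keap1 binding to Nrf2 peptide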
Target sequence (Q14145 whole entry, looked up, the tested form may be a part): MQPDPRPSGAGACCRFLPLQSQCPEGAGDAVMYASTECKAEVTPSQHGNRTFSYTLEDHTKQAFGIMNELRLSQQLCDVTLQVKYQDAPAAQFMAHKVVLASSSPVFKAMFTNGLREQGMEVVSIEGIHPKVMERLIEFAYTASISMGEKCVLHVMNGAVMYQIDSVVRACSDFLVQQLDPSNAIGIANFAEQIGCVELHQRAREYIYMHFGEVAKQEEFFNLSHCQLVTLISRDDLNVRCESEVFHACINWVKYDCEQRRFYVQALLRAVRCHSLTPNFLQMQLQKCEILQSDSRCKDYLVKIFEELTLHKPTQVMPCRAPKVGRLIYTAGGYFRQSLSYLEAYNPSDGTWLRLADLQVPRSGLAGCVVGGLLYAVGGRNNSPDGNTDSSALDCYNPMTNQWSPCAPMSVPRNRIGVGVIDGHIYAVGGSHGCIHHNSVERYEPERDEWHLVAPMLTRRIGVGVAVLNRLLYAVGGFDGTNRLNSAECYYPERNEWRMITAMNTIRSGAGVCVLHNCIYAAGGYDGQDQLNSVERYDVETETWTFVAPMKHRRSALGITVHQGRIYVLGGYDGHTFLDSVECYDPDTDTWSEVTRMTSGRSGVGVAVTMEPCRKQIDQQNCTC
DAGLB inhibitor: diacylglycerol lipase beta (human) inhibition; Q8NCG7; HEK293T DAGLB membrane lysate, EnzChek fluorogenic substrate; inhibition, % at 5.17 µM; 340,000 tested, 0.059% active; in the data active = inhibition above about 34%;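 note: 0% = enzyme with vehicle and 100% = wells lacking enzyme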
CAL PDZ FP-1: inhibitors of human CAL PDZ peptide binding. Q9HD26. purified CAL PDZ, TMR-peptide fluorescence polarization, 1 h. inhibition, % at 20 µM. 330,000 tested, 0.02% active. AID 504414;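 active = highest replicate inhibition of at least 40%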;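 note: plate controls were DMSO neutral control wells for no effect and unlabeled competitor peptide control wells for full effect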
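material = purified tagged CAL PDZ domain construct (CerCALP) | compound dosing = 20 µM, one dose | times = 1 h at RT | measured by = fluorescence polarization from S- and P-plane intensities, G-factor corrected | read-out = inhibition from polarization loss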
RTF Ca sens inh: cardiac RTF calcium desensitization; P19429+P45379; IANBD-labeled cardiac RTF, Ca2+ fluorescence; inhibition, % at 7.15 µM; 340,000 tested, 0.12% active;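 active = inhibition above the mean inhibition of all tested compounds plus 3 SD, cut at about 17% in these data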;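 note: assay run at fixed EC70 calcium of 1.6 mM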
CAL PDZ FP-2: inhibitors of human CAL PDZ peptide binding | inhibition, % at 24.9 µM | Q9HD26 | 300,000 tested, 0.92% active | purified CAL PDZ, TMR-peptide fluorescence polarization, 1 h | AID 602252;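 active = mean inhibition of at least 30% with at least half of replicates also reaching 30%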;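 note: 0% = DMSO neutral control and 100% = excess unlabeled competitor peptide PRC23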
* marks the source's active call; other numbers are inactive results; . = not tested or not shown.

SMILES	Arrestin-AP2 inh	NSD2 inh	DSG3 Ab inh	V-ATPase pH	C-LANA FP	Keap1-Nrf2 PPI	DAGLB inhibitor	CAL PDZ FP-1	RTF Ca sens inh	CAL PDZ FP-2
N/N=C1\CCCc2nonc21	27	7	101	2	0.4	-2	-5	0.0	-12	.
CCN(Cc1ccccc1)C(=O)COC(=O)CNC(=O)c1ccc(C)s1	12	-2	99	4	-1.1	-7	-1	-1.6	-15	1
Cc1c(C(=O)N2CCOCC2)c(S(=O)(=O)Nc2ccccc2)c(C)n1C	1	-1	97	0	0.2	-5	3	-2.4	0	-3
CCC(=O)Nc1ccc(C(=O)NNC(=O)c2cccc(C)c2)cc1	3	0	107	5	0.0	-1	-3	0.2	-4	-3
C=CCc1cc(/C=N\NC(=O)CSc2nnc(CCCc3ccc(OC)c(C)c3)o2)cc(OC)c1O	19	0	94	-1	-0.9	2	-8	1.4	-6	-3
O=C(c1ccc(NC(=S)NCc2ccco2)cc1)N1CCCCC1	34	3	102	2	-1.0	2	1	0.0	10	-5
O=C(NNS(=O)(=O)c1ccc([N+](=O)[O-])cc1)c1ccncc1	21	-1	106	3	-0.3	-4	-2	-2.4	-9	1
CS(=O)(=O)N(CC(=O)N1CCCC1)c1cc(Cl)ccc1Cl	-10	-2	109	2	-0.9	0	-1	-0.1	-2	-3
COC(=O)/C(=N\OCc1ccc(C#N)cc1)c1c(C)nn(C)c1C	-8	-1	114	-1	-0.9	-5	-1	-1.3	-4	1
NC(=O)C(c1ncc(C(F)(F)F)cc1Cl)c1c(Cl)cccc1Cl (centres undefined)	27	-3	100	0	-1.6	-3	-3	-1.2	5	-1
COc1ccc(CCNC(=O)COC(=O)C2COc3ccccc3O2)cc1 (centres undefined)	-3	-2	.	1	-1.5	4	-3	0.4	-11	-3
c1ccc(CN2CCN(CCCNc3ccc4nnc(-c5ccccc5)n4n3)CC2)cc1	-4	.	107	-4	1.1	-8	-2	-17	-2	.
CC1(C)CN(c2ccccc2)N(C(=O)c2ccc(F)cc2)C1=O	-1	3	104	-1	0.6	-1	0	0.8	2	.
CC(C)NC(=O)NC(=O)COc1ncnc2sccc12	12	.	.	2	-0.2	0	0	-0.2	-5	-2
C=CCN1C(=O)[C@H]2CCC=C[C@H]2[C@@H]1c1cccc(C)c1	17	.	106	2	0.7	-1	-1	0.8	-5	19
COC(=O)c1ccc(NC(=O)CCN2C(=O)C3C4CCC(C4)C3C2=O)cc1 (centres undefined)	-9	-2	105	1	0.2	-1	2	-0.4	0	6
Cc1ccc(N(C)C(=O)c2ccc3c(Cl)c4c(nc3c2)CCC4)cc1C	5	.	102	-1	2.8	7	-4	-1.5	-1	.
COc1ccc(C(CC(=O)NCCN2CCOCC2)NS(=O)(=O)c2ccc(C)cc2)cc1 (centres undefined)	17	-5	103	-1	0.8	-3	2	0.2	0	-3
CSc1ccc(CN(C)CCc2ccccn2)cc1	12	22	112	0	-0.4	-3	2	-0.8	3	1
O=C1CCC(C(=O)NCc2ccccc2)N1 (centres undefined)	3	8	110	1	-0.4	1	0	11	1	-5
COc1ccc(NC2CCCN(C(=O)c3cc(C)nc4cc(F)ccc34)C2)cc1 (centres undefined)	10	8	.	-3	-2.1	-5	-2	-0.5	4	0
CCN(CC)C(=O)[C@H]1C[C@H](CC(=O)NCCCn2ccnc2)C(=O)N2CCc3c([nH]c4cc(-c5ccco5)ccc34)[C@]12C	-1	.	101	1	-1.1	0	1	-0.7	-8	-11
C=CCNC(=S)N/N=C1\CCS(=O)(=O)c2ccccc21	-4	15	95	3	-0.2	-1	-2	1.0	-3	-1
O=C(O)/C=C/C(=O)Nc1nccs1	10	-2	94	-2	-1.4	-1	0	0.8	-12	-3
COc1ccc(/C=N/NC(=O)C(=O)N2CCN(c3ccccc3OC)CC2)cc1	-1	0	99	-1	2.6	2	1	-0.2	-2	2
Additional records:
SMILES	Arrestin-AP2 inh	NSD2 inh	DSG3 Ab inh	V-ATPase pH	C-LANA FP	Keap1-Nrf2 PPI	DAGLB inhibitor	CAL PDZ FP-1	RTF Ca sens inh	CAL PDZ FP-2
Cc1c(C(=O)OCC(=O)NCc2ccco2)oc2ccccc12	5	-1	.	1	2.6	0	-4	0.5	-10	-8
CC(=O)Nc1ccc(S(=O)(=O)NCc2cc(=O)n(C)c(=O)n2C)cc1	-5	-7	93	-1	0.9	3	-3	-2.9	-4	-2
O=C(Nc1ccc(Br)cc1Cl)NC1CC1	5	-2	92	1	-0.6	-4	-1	-1.9	-27	3
O=Cc1cc([N+](=O)[O-])ccc1N1CCOCC1	1	15	106	1	1.3	-3	-3	-2.5	-3	-3
O=C(CCS(=O)(=O)c1ccc(Br)cc1)N1CCN(Cc2ccccc2)CC1	-2	3	101	4	-0.4	-5	1	-1.7	-6	0
O=C(O)[C@H]1CCCC[C@H]1C(=O)Nc1ccc(Nc2ccccc2)cc1	11	-2	90	8	-0.9	1	4	-1.1	-11	1
O=C(Nc1ncc(Cc2ccccc2Cl)s1)c1ccc([N+](=O)[O-])cc1	43	-4	101	-5	-0.7	0	0	0.5	16	-2
O=S(=O)(Nc1ccccn1)c1ccc(Br)cc1	-20	-3	101	-2	-1.8	-4	1	-9.5	-3	-7
CC(C)CC(=O)NNC(=S)Nc1ccc(S(N)(=O)=O)cc1	38	-2	95	2	-0.3	2	-3	-0.6	-9	-1
O=C1N=C(N2CCN(c3ccccc3)CC2)S/C1=C\c1cn[nH]c1-c1ccccc1	-6	-2	106	0	0.7	0	11	0.7	-3	-5
CCN1CCN(S(=O)(=O)c2ccc(S(=O)(=O)NC3CC3)cc2)CC1	-14	1	110	4	-0.5	1	0	-0.4	-14	-3
O=C1c2ccccc2C(=O)N1CCCCN(C(=O)c1cccc([N+](=O)[O-])c1)c1ccc(Cl)cc1	-5	-1	103	-3	0.0	-2	-1	0.0	-8	.
CCOc1cc(/C=C2\C(=N)N3N=C(S(C)(=O)=O)SC3=NC2=O)ccc1OCCOc1cccc(OC)c1	-5	2	90	-5	0.8	2	-1	-1.4	-3	-22
O=S(=O)(NNc1ccc(F)cc1F)c1cccc(Cl)c1	19	1	.	-1	0.9	-2	0	-0.4	11	.
COc1ccc(NC(=O)CCC(=O)c2cccs2)cc1S(=O)(=O)Nc1ccc(Cl)cc1	2	-2	126	-1	-1.8	4	-3	-2.1	13	-1
CCOC(=O)/C=C/[C@H]1CCc2cccc(Cl)c2O1	8	.	107	-5	0.7	-7	-13	0.0	1	-2
COc1cccc(-c2noc(Cn3nc(C)c([N+](=O)[O-])c3C)n2)c1	2	0	96	-8	-1.0	2	-1	-0.9	-2	-3
C=CCNC(=O)C1CC(=O)N(c2ccc(OCC(=O)Nc3ccc(OC)cc3)cc2)C1 (centres undefined)	0	-1	98	1	0.2	-4	-1	0.0	-5	-1
O=C(CCCNS(=O)(=O)c1cccs1)N1CCc2ccccc2C1	-1	-2	102	-1	-3.4	2	4	-0.4	-2	-13
Cc1nnc2c3ccccc3c(-c3ccccc3)nn12	-4	-3	120	1	0.7	2	1	-2.5	-3	-3
O=C(O)CN(c1cccc(C(F)(F)F)c1)S(=O)(=O)c1ccccc1	-12	-6	100	8.6*	0.3	0	2	-0.1	6	-5
O=C(CSc1nc2c(c(=O)[nH]1)CCC2)Nc1cccc(Cl)c1	6	.	105	3	-1.3	2	-5	-1.0	-1	15
CCOCCCNC(=O)c1ccc(OC)cc1	-4	-2	106	-2	1.3	1	1	-0.7	-2	-2
CCOC(=O)c1ccc(-c2c(C(=O)OCC)oc3cc(O)c(CC)cc3c2=O)o1	-6	-1	99	7	0.7	-3	-5	-2.3	-6	-5
Cc1ccc(/C=N/N=C2/NC(=O)C(CC(=O)Nc3ccccc3)S2)o1 (centres undefined)	10	1	92	1	2.2	-5	-1	-1.9	11	4
Further results follow.
SMILES	Arrestin-AP2 inh	NSD2 inh	DSG3 Ab inh	V-ATPase pH	C-LANA FP	Keap1-Nrf2 PPI	DAGLB inhibitor	CAL PDZ FP-1	RTF Ca sens inh	CAL PDZ FP-2
CCCCCN1CC(O)=C(c2nc3ccccc3[nH]2)C1=N	-8	-2	112	-4	-0.7	-6	3	0.0	3	-1
CCN1C(=O)/C(=C\N(C(C)=O)c2ccccc2)OC1=S	8	-1	102	-2	-0.2	-8	3	-1.0	2	-4
COC(=O)C1CCN(Cc2ccc(OCCCN3CCN(c4ccc([N+](=O)[O-])cc4)CC3)cc2)CC1	-23	5	116	0	3.0	0	2	-1.7	-3	2
NC(=O)C1(c2ccccc2)CCCN1C(=O)c1ccc(Br)cc1 (centres undefined)	0	.	95	-1	-8.7	-1	-2	-4.6	-12	-6
CS(=O)(=O)N(CC(=O)N1CCOCC1)c1ccc2c(c1)OCO2	-12	0	96	2	-1.9	1	2	-0.8	-1	11
COCCN(C(=O)c1ccccc1OC1CCN(S(C)(=O)=O)CC1)C(C)C	15	-4	98	-4	-0.5	-2	-1	-2.7	8	-4
Cc1cccc2cc(C#N)c(NCCNS(=O)(=O)c3ccccc3)nc12	2	-7	94	2	-0.3	-4	0	-1.0	0	-1
Cc1ccnc(NS(=O)(=O)c2ccc(NC(=O)c3ccc4c(c3)OCCO4)cc2)n1	28	2	97	0	-1.1	-5	1	-1.5	-1	-1
O=c1c(Cc2c(F)cccc2Cl)c(O)ccn1CCc1ccccn1	-10	1	104	6	-2.0	-4	1	-1.7	-4	.
Cn1ccnc1SCCNC(=O)C1CCC(=O)N(Cc2ccc(Cl)cc2)C1 (centres undefined)	35	-6	95	-3	1.0	4	-1	-2.2	9	-1
O=C(NC(Cc1ccccc1)C(=O)NC1CC1)OCc1ccccc1 (centres undefined)	3	-3	106	0	1.6	-3	3	-1.5	-3	0
CCOC(=O)c1cc2c(nc1N)CC(C)(CC)OC2 (centres undefined)	1	-1	111	1	0.9	-3	-3	-0.6	-2	-1
COC(=O)[C@]1(Cc2ccccc2)N[C@H](CN(C)C(=O)Nc2ccc(F)cc2)[C@@H]2C(=O)N(C)C(=O)[C@@H]21	37	.	96	-1	0.2	4	-4	-0.6	-2	-2
O=C(NCC1CCCO1)C(C(=O)c1ccccc1)n1ccccc1=O (centres undefined)	-3	0	.	-2	0.4	0	-4	-0.5	-3	-4
O=C(O)c1cccc(NC(=S)N/N=C/c2ccccc2OCc2cccc(Br)c2)c1	-7	.	94	-1	5.9	-2	7	-3.3	-9	-2

Compound activity deposited in PubChem by several laboratories.

These rows are one share of the data. The share of hits here may be higher or lower than overall.
